# Assay outcomes: PubChem, Sanford-Burnham Center for Chemical Genomics
# HIV fusion peptide: inhibitors of HIV fusion peptide binding, primary screen, biochemical, uHTS, fluorescence dequenching (AID 1986). actives 0.3% (n = 290,000). inhibition, % at 20 µM; hits with a dose series show IC50 in µM. cell-free peptide binding, fluorescence dequenching, 30 min; higher % means a stronger effect; in the data active = inhibition mostly above about 52%, no sharp cut-off; inactive = mostly below about 76%; note: some results filed as inactive read as strong as hits
# KOR beta-arrestin-1: KOR antagonists, beta-arrestin recruitment, cell-based, luminescence, uHTS (AID 1778). KOR beta-arrestin recruitment, luminescence, antagonist mode; higher % means a stronger effect. inhibition, % at 10 µM; hits with a dose series show IC50 in µM. actives 0.091% (n = 290,000); in the data active = inhibition above about 50%; note: strong numbers were not always called active
# AID2073: inhibitors of Mint1-CaV2.2 protein interaction, biochemical, HTRF (AID 2073); actives 0.19% (n = 290,000); Voltage-dependent N-type calcium channel subunit alpha-1B (Homo sapiens); HTRF protein-protein interaction, Mint1-CaV2.2; higher % means a stronger effect; one-dose inhibition, % at 20 µM; IC50 in µM for titrated hits; in the data active = inhibition mostly above about 51%, no sharp cut-off; inconclusive = no clear call, values can overlap the other calls; inactive = mostly below about 53%; note: some results filed as inactive read as strong as hits
# GPR55 beta-arrestin: GPR55 agonists via beta-arrestin recruitment, primary screen, imaging, U2OS cells, beta-arrestin-GFP redistribution (AID 1961). G-protein coupled receptor 55 (Homo sapiens). U2OS GPR55 beta-arrestin-GFP redistribution imaging; higher % means a stronger effect. one-dose activation, % at 10 µM; EC50 in µM for titrated hits. actives 0.048% (n = 290,000);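 active = activation above 40% with more than 50 cells counted in the well; inconclusive = wells holding fewer than 50 cells, flagged as toxic or sparse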;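 note: U2OS osteosarcoma cells stably expressing GPR55 and beta-arrestin-GFP; plate controls were DMSO negative control for no effect and LPI positive control for full effect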
# GPR35 antagonists: GPR35 antagonists blocking zaprinast-driven arrestin recruitment, primary screen, imaging, U2OS, beta-arrestin-GFP, zaprinast agonist (AID 2058); G-protein coupled receptor 35 (Homo sapiens); one-dose inhibition, % at 10 µM; IC50 in µM for titrated hits; actives 0.052% (n = 290,000); U2OS GPR35 beta-arrestin-GFP translocation imaging, zaprinast antagonism; higher % means a stronger effect;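 active = inhibition of at least 50% with at least 30 cells and total cytoplasm GFP at most 10,000,000; inconclusive = under 30 cells or total GFP of 10,000,000 plus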
# NOD1 NF-kB reporter: NOD1 signaling inhibitors, primary screen, cell-based, luminescence, uHTS (AID 1578). NOD1-driven NF-kB luciferase reporter cells, luminescence; higher % means a stronger effect. inhibition, % at 4 µM; hits with a dose series show EC50 in µM. actives 1% (n = 290,000); in the data active = inhibition mostly above about 36%, no sharp cut-off; inactive = mostly below about 34%;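 note: HEK-293T reporter cells stimulated with the NOD1 agonist gamma-tri-DAP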
# SIAH1 antagonists: Siah-1 peptide-binding antagonists, primary screen, biochemical, fluorescence polarization, rhodamine-plectin, uHTS (AID 1817). E3 ubiquitin-protein ligase SIAH1 (Homo sapiens). Siah-1 / rhodamine-plectin peptide fluorescence polarization; higher % means a stronger effect. one-dose displacement, % at 20 µM; IC50 in µM for titrated hits. actives 0.02% (n = 290,000);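 active = displacement of at least 50% at 20 µM, with a fluorescence ratio check between 0.3 and a set limit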;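 note: plate controls were Siah plus tracer with DMSO for no effect and tracer alone without Siah for full effect; strong numbers were not always called active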
# GPR55 antagonists: GPR55 antagonists blocking LPI-driven arrestin recruitment, primary screen, imaging, U2OS, beta-arrestin-GFP, LPI agonist (AID 2013) | G-protein coupled receptor 55 (Homo sapiens) | U2OS GPR55 beta-arrestin-GFP translocation imaging, LPI antagonism; higher % means a stronger effect | inhibition, % at 10 µM, or IC50 in µM where a hit was titrated | actives 0.13% (n = 290,000);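 active = spots per cell inhibited over 60%, with over 100 cells counted and total cytoplasm intensity under 500,000; inconclusive = wells with under 100 cells, flagged as likely toxic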;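 note: U2OS cells stably carrying GPR55 and arrestin-GFP stimulated by 5 µM LPI near EC80; imaged beta-arrestin-GFP aggregate spots per cell after agonist stimulation; plate controls were LPI-stimulated DMSO wells for no effect and DMSO wells without LPI for full effect; some results filed as inactive read as strong as hits; confirmed hits need IC50 under 10 µM and bright autofluorescent wells are also inconclusive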
# KOR beta-arrestin-2: KOR agonists, beta-arrestin recruitment, primary screen, cell-based, luminescence, uHTS (AID 1777) | KOR beta-arrestin recruitment, luminescence; higher % means a stronger effect | activation, % at 10 µM, or EC50 in µM where a hit was titrated | actives 0.02% (n = 280,000); in the data active = activation above about 50%, passing the limit was not always enough; note: a part of the inactive calls stands beside numbers as strong as those of hits
# Numbers without * were called inactive; ? = inconclusive; · = not tested or not shown; [ ] = another dose, or the depositor's remark.
SMILES,HIV fusion peptide,KOR beta-arrestin-1,AID2073,GPR55 beta-arrestin,GPR35 antagonists,NOD1 NF-kB reporter,SIAH1 antagonists,GPR55 antagonists,KOR beta-arrestin-2
CC(C)COc1ccc(CNC(=S)Nc2ccccc2)cc1Cl,-0.3%,30%,6%,-0.1%,-6%,-2%,7%,12%,0.3%
COc1ccc(C(=O)CSc2nnc3ccc(-c4ccccn4)nn23)cc1,3.6%,-8%,?,-0.3%,3%,-35%,12%,6%,-5.0%
COc1cccc(NC(C(=O)Nc2cccc(C(C)=O)c2)c2ccccc2)c1 (configuration not stated),1.9%,-19%,7%,0.3%,20%,-9%,2%,11%,-0.3%
C=C(C)COc1ccc(-c2[nH]ncc2Oc2cccc(OC)c2)c(O)c1,-0.8%,-30%,20%,-0.1%,4%,-14%,-2%,-5%,3.3%
COC(=O)C1(Cc2cc(-c3ccc(Cl)cc3)no2)CCN(C(=O)OC(C)(C)C)CC1,2.7%,-10%[20 µM],-5%,0.6%,16%,19%,-1%,3%,-1.5%
O=C(O)c1nccnc1C(=O)NCCc1c[nH]c2ccccc12,-0.7%,-31%,-3%,-0.2%,12%,-24%,-3%,9%,0.4%
O=C1CCCC(O)=C1N=Nc1ccc(S(=O)(=O)N2CCOCC2)cc1,5.1%,17%,-3%,-0.1%,-14%,-4%,7%,2%,·
COc1cccc(CNC(=O)C2CCN(S(=O)(=O)c3ccc(Br)s3)CC2)c1,0.8%,-36%,-1%,0.1%,-4%,7%,-5%,5%,3.6%
Fc1ccccc1-c1nc2nc3ccccc3nc2n1CC1CCCO1 (configuration not stated),0.8%,-38%,7%,0.3%,-16%,2%,-5%,0%,-0.2%
O=C(CSc1nnc(-c2ccccc2F)n1C1CC1)NC(=O)c1cccc([N+](=O)[O-])c1,-0.7%,22%,3%,-0.1%,14%,-8%,14%,7%,-3.1%
Cc1[nH]n(-c2ccc([N+](=O)[O-])cc2)c(=O)c1C=NCCN1CCN(C(=O)c2ccc(Br)cc2)CC1,-1.6%,-13%,-6%,0.3%,-9%,19%,-1%,-7%,-3.7%
Oc1ccccc1Cn1nnc2ccccc21,-0.7%,-27%[20 µM],7%,-0.3%,19%,1%,0%,-12%,1.2%
CN(C)C(=O)c1ccc(-c2cc(C(F)(F)F)n(C)n2)s1,-0.3%,2%,-4%,-0.1%,54%,4%,-7%,6%,-1.2%
CCOc1ccccc1N(CC(=O)Nc1cccnc1)S(=O)(=O)c1ccc(C)cc1,-0.8%,-2%,-2%,-0.2%,21%,-27%,7%,2%,-3.2%
Cc1cc(C)c2c(c1)-c1c(ssc1=S)C(C)(C)N2C(=O)CSc1nncn1C,0.3%,-8%,14%,-0.3%,1%,8%,-5%,23%,-2.3%
CCc1nnc(N/N=C/c2c(C)[nH]c3ccccc23)n1N,-1.9%,-20%[20 µM],56%*,0.2%,-20%,-17%,4%,9%,-3.2%
CC(C)CNC(=O)CN(C1CCCCC1)S(C)(=O)=O,-1.5%,45%,-4%,-0.1%,-11%,-14%,4%,4%,0.9%
CCOc1ccc(OCC(=O)Nc2c3c(nn2C(C)(C)C)CS(=O)(=O)C3)cc1,1.5%,-8%,-3%,-0.2%,10%,-7%,1%,23%,-0.2%
O=C(Cc1ccccc1)Nc1nc(-c2ccc(F)c(F)c2)cs1,-1.3%,-25%,9%,-0.2%,-16%,-8%,-3%,-2%,1.7%
CCOC(=O)c1c(C)nn(-c2ncccc2NC(=O)NC(C)C)c1C,2.1%,-3%,0%,0.7%,-2%,-2%,-1%,-2%,1.9%
CCOC(=O)CNC(=S)n1ncnc1N,0.3%,-34%,4%,-0.3%,-2%,-26%,-1%,-1%,1.7%
CCn1c(CC(=O)Nc2ccc(Cl)cc2)nnc1SCC(=O)N1CCOCC1,0.3%,-3%,39%,-0.2%,0%,-3%,7%,3%,1.5%
COc1ccc(P(=O)(COc2ccc([N+](=O)[O-])cc2)c2ccc(OC)cc2)cc1,-0.6%,-8%,1%,-0.1%,4%,-29%,-2%,9%,-0.3%
CCc1ccc(OCCn2ccnc2)cc1,-0.4%,-7%,7%,-0.2%,1%,-20%,4%,-7%,2.1%
Cn1c(=O)[nH]c(=O)c2c1nc(SCCO)n2CC(O)COc1ccccc1 (configuration not stated),-2.0%,0%[20 µM],-48%,-0.1%,23%,41%,-8%,11%,·
CC1OC(C)(C)OC1C1CNc2nc(NC(=O)C(C)(C)C)[nH]c(=O)c2N1C(=O)c1cccnc1 (configuration not stated),1.2%,-18%,4%,0.1%,15%,-26%,2%,6%,-0.6%
CCOC1(C(F)(F)F)NC(=O)N(Cc2ccc(OC)cc2)C1=O (configuration not stated),2.8%,22%,12%,0.0%,-4%,5%,5%,2%,0.1%
CC(C)CC(c1nnnn1Cc1ccccc1)N1CCC(C(N)=O)CC1 (configuration not stated),0.3%,-20%,4%,0.5%,18%,-25%,7%,-1%,-2.1%
CCOc1cc(NC(=S)NCCCN2CCOCC2)c(OCC)cc1NC(=O)C1CCCCC1,1.0%,-6%,-4%,-0.1%,4%,-34%,0%,-8%,-4.2%
Cc1nc(C)c(C(=O)Nc2ccccc2-c2ccccc2)o1,0.1%,-6%,6%,-0.1%,8%,-6%,9%,-12%,0.2%
O=C(Nn1c(O)c(C=C2N=c3ccccc3=N2)sc1=S)c1ccc(Cl)cc1,28%,-39%,-26%,0.1%,-16%,-19%,2%,-8%,3.9%
CCOc1ncccc1C(=O)OCC(=O)Nc1ccc(-c2nc3ccc(C)cc3s2)cc1,-1.1%,7%,31%,0.1%,-2%,-28%,8%,2%,0.6%
COc1cc(CN2CCC(Cc3ccccc3)CC2)cc([N+](=O)[O-])c1O,-2.4%,-4%[20 µM],6%,0.4%,5%,-19%,-5%,11%,-1.0%
Cc1ccc(S(=O)(=O)NNC(=O)c2ccc(NC(=O)C3CC3)cc2)cc1,-1.5%,-28%,7%,-0.1%,10%,-16%,2%,7%,6.5%
COCCCNC(=O)c1ccc(N2CCOCC2)c(NS(=O)(=O)c2ccc(OC)cc2)c1,-2.2%,19%,-2%,0.2%,-3%,-13%,10%,11%,-1.7%
O=C(COC(=O)Cn1cnc2ccccc21)NCCCc1ccccc1,-0.8%,-50%[20 µM],-2%,-0.1%,6%,-15%,0%,-6%,2.6%
Cc1nc2c(c(N3CCOCC3)n1)OCC(=O)N2,-1.7%,29%,-4%,-0.2%,-3%,-16%,6%,-3%,15%
Cc1csc(N(C)C(=O)CSc2nnc(COc3ccccc3C)o2)n1,-0.4%,·,23%,-0.1%,15%,7%,-1%,13%,-3.6%
O=C1CSC(c2ccccc2[N+](=O)[O-])N1CCc1ccccc1 (configuration not stated),0.7%,8%,0%,-0.3%,-2%,-7%,0%,16%,2.4%
COc1ccc(S(=O)(=O)Nc2cc(C(=O)NCCCN3CCOCC3)ccc2N2CCOCC2)cc1,0.4%,-18%,1%,-0.3%,5%,-26%,27%,6%,-1.3%
N#Cc1c(-c2ccc(Cl)cc2)ccn2nc(C3CCCCC3)nc12,5.9%,-29%,8%,0.0%,2%,-46%,11%,2%,-1.5%
CCC(=O)Nc1cc2c(cc1C(=O)CC)OCCO2,29%,28%,-1%,-0.2%,10%,-25%,1%,4%,-1.6%
Cc1sc2nc(-c3ccccn3)[nH]c(=O)c2c1-c1ccccc1,-0.4%,49%,15%,0.2%,-11%,·,-9%,20%,-6.1%
COC(=O)c1cccc(N2C(=O)c3ccccc3S2(=O)=O)c1,26%,-15%,0%,-0.1%,7%,18%,-3%,-4%,-2.6%
CN1CCN(S(=O)(=O)c2ccc(Oc3ccc(F)cc3Br)nc2)CC1,0.4%,4%,12%,-0.2%,10%,-9%,2%,0%,1.8%
COCC(=O)N(Cc1cc2cc(C)ccc2[nH]c1=O)c1cccc(C)c1C,-0.7%,-40%[20 µM],-3%,-0.3%,20%,-13%,-4%,2%,0.6%
CC(C)(C)OC(=O)N1CCC(CNC(=O)c2cccs2)CC1,-1.4%,23%,4%,0.3%,26%,-2%,-1%,10%,1.7%
CCOC(=O)c1ccc(NCc2nc3ccccc3n2C)cc1,0.5%,-19%,-2%,-0.3%,24%,-102%,6%,19%,1.3%
NCCCN1CCOCC1,-1.6%,·,16%,-0.1%,8%,16%,-1%,-4%,1.2%
Cc1ccccc1N1C(=O)c2ccccc2C1O (configuration not stated),-0.5%,14%,8%,0.0%,-8%,17%,-6%,7%,3.8%
O=C(NC1CCCc2c1cnn2-c1cc(F)cc(F)c1)c1ccc[n+]([O-])c1 (configuration not stated),-0.9%,24%,6%,0.7%,-1%,-20%,0%,9%,0.9%
O=C(NNS(=O)(=O)c1ccc(CCCl)cc1)C(O)(c1ccccc1)c1ccccc1,-2.0%,6%,-2%,0.1%,-4%,-4%,-5%,57%,0.9%
CN(C)S(=O)(=O)c1cccc(-c2nnc(SCCNCCO)n2-c2ccc(F)cc2)c1,-0.3%,-26%,15%,0.0%,4%,-38%,-4%,-15%,4.1%
COc1cc(CCC(=O)NCCc2ccc(F)cc2)cc(OC)c1OC,0.0%,-36%,6%,-0.1%,-2%,16%,-8%,-5%,9.9%
CN(C)c1ccc(/C=C2/SC(=O)N(CCN=C3NS(=O)(=O)c4ccccc43)C2=O)cc1,1.7%,-24%,30%,-0.3%,-7%,-8%,1%,-5%,11%
CC1CCCC(C)N1C(=O)COC(=O)Cc1ccc(Cl)cc1 (configuration not stated),0.1%,-48%,7%,0.0%,-6%,8%,0%,-8%,3.6%
COC(=O)c1ccc(-c2noc(CN3CCCCC3c3nccn3C)n2)cc1 (configuration not stated),-0.8%,-8%,1%,-0.1%,-8%,-22%,1%,7%,-2.8%
COc1cccc(-c2nc(SCC(=O)Nc3nc(-c4ccccc4)c(C)s3)[nH]c(=O)c2C#N)c1,10µM*,-70%[20 µM],38%,-0.1%,10%,-43%,12%,1%,·
Nc1ccc(S(=O)(=O)NC2=NCCCCC2)cc1N,-1.7%,19%,2%,0.3%,16%,-49%,-2%,-2%,-2.1%

# This is a subset; the hit share may differ from the screen's.
